# Tau fibril ThT – tau fibrillization inhibition (ThT binding). P10636. recombinant tau K18 P301L, heparin-induced fibrillization, ThT fluorescence. Potency, µM (doses to about 57.4 µM), for the others: at the highest dose activity, negative = inhibition, usual class: inhibitors. actives 2.1% (n = 270,000). AID 1460; further: on the % scale 0 is the no-effect control and ±100 the full control effect; nearly all actives have a fitted effect of over 55% in size
# Target sequence (P10636 561-689 P618L limits assumed): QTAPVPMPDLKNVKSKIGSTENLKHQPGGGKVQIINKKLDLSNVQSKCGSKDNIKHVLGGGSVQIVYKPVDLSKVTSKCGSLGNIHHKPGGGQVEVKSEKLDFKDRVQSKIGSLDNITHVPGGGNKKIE
#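 ThT emission at 510 nm, taken 1 hr after adding 30 uM dye, quantifies aggregates formed when 20 uM heparin acts on human tau K18 P301L for 6 hr at 37 C.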
# JMJD2E inh – inhibitors of human JMJD2E histone demethylase. B2RXH2. JMJD2E catalytic domain, FDH-coupled NADH fluorescence (FDH is formaldehyde dehydrogenase). Potency, µM (series often up to 57.1 µM), without a hit: at the highest dose activity change, negative = inhibition, actives largely listed as inhibitors. actives 1.6% (n = 230,000). AID 2147; active means well fitted inhibition curve with a large enough effect, not every such curve was filed as active; inconclusive means small, poorly fitted or top-dose-only effect, or another doubt; inactive means no such curve, though single readings can be large or run the other way;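 further: 0% = wells with enzyme and -100% = buffer wells without enzyme; nearly all actives have a fitted effect of over 50% in size; many of its hits are not listed in these tables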
# Target sequence (B2RXH2 1-337 limits assumed): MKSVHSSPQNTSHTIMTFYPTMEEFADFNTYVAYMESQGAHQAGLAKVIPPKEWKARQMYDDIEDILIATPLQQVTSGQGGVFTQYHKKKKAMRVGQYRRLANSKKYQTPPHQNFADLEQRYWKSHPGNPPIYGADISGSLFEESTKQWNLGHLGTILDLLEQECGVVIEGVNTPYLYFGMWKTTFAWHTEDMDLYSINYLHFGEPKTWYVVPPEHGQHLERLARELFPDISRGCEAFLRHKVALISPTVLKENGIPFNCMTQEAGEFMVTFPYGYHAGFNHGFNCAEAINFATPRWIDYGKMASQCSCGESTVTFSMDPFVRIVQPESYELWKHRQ
# SMN2 splice enh – enhancers of SMN2 splice variant expression | HEK293 SMN2-luciferase splicing reporter, luminescence, 30-36 h | Potency, µM (top dose mostly 46.1 µM), for the others: at the top dose activity change, positive = activation, usual class: activators | actives 2.8% (n = 210,000); further: % of control where 0% means no effect; nearly all actives have a fitted effect of over 55% in size
#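 HEK293 cells carry an SMN2 minigene-luciferase reporter in which exon 7 inclusion puts luciferase in frame. Cells were seeded at 2000 cells/well, attached for 10-12 hours, then exposed to compounds for 30-36 hours at 37C before ONE-Glo luminescence.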
# ALDH1A1 block – inhibitors of human aldehyde dehydrogenase 1A1; P00352; Purified ALDH1A1, NADH fluorescence, propionaldehyde substrate; Potency, µM (top dose mostly 75.3 µM), inactives show top-dose activity, negative = inhibition, hits mostly inhibitors; actives 7.3% (n = 220,000); AID 1030; active means well fitted inhibition curve with a large enough effect, not every such curve was filed as active; inconclusive means small, poorly fitted or top-dose-only effect, or another doubt; inactive means no such curve, though single readings can be large or run the other way;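 further: plate controls were no enzyme wells and a reference inhibitor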
# Target sequence (P00352 whole entry, looked up): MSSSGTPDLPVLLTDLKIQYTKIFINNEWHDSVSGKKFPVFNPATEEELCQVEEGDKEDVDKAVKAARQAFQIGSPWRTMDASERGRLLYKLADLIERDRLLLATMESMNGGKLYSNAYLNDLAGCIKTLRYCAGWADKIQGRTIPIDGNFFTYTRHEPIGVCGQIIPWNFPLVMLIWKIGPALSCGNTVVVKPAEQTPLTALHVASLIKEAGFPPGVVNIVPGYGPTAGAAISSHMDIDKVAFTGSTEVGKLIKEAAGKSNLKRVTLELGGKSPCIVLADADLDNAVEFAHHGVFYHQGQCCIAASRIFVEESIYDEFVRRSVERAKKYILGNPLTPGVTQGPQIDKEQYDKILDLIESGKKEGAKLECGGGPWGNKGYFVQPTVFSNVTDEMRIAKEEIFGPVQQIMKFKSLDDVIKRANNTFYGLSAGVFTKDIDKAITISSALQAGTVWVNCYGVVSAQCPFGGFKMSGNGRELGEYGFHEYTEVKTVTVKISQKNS
# Tau FP inhib – tau fibrillization inhibition (FP) | K18 P301L tau heparin fibrillization, Alexa594 FP, 6 h | AID 1468 | Potency, µM (series often up to 57.7 µM), for the others: top-dose activity, negative = inhibition, most hits filed as inhibitors | actives 0.39% (n = 280,000); further: on the % scale 0 is the no-effect control and ±100 the full control effect; nearly all actives have a fitted effect of over 55% in size
#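 Compound effects on tau fibrillization are measured by Alexa 594 fluorescence polarization (ex 555, em 632 nm). K18 P301L tau is used at 15 uM with 0.24 uM labeled tracer, and 20 uM heparin induces aggregation over 6 hr at 37 C.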
# HTT aggregate – mutant huntingtin aggregation inhibition | PC12 HttQ103-GFP aggregates, Acumen cytometry, 40 h | Potency, µM (titrated, usually from 46.1 µM), inactives show at the top dose activity change, negative = inhibition, hits mostly inhibitors | actives 1.1% (n = 220,000) | AID 1688; further: on the % scale 0 is the no-effect control and ±100 the full control effect; nearly all actives have a fitted effect of over 60% in size
#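 Inducible Q103 Huntingtin exon 1–GFP PC12 line, 1500 cells/well in phenol red free DMEM with 5% equine and 5% calf serum. Tebufenozide 100 nM induced expression; compounds titrated; aggregates quantified by cytometry.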
# HTT ATP protect – cytoprotection in Huntington HTT-Q103 PC12 cell model. PC12 HTT-Q103 induced, cytoprotection, ATP luminescence, 40 h. Potency, µM (highest dose often 56.4 µM), for inactives: cytoprotection (ATP increase), hits mostly activators. actives 0.14% (n = 230,000). AID 1471;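 further: % of control where 0% means no effect; nearly all actives have a fitted effect of over 45% in size; toxic huntingtin expression switched on by the ecdysone agonist tebufenozide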
#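 Huntington model: PC12 line, ecdysone-inducible HTTQ103 exon1–GFP, tebufenozide 100 nM. Test articles in a dose series. Endpoint luminescence from cellular ATP.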
# Tau fluor cs – counter-screen for tau fibril formation inhibitors | tau K18 P301L Alexa594 fluorescence, heparin fibrillization | Potency, µM (series often up to 57.7 µM), for inactives: at the highest dose activity change, negative = decrease | actives 0.93% (n = 280,000); further: on the % scale 0 is the no-effect control and ±100 the full control effect; nearly all actives have a fitted effect of over 55% in size
#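 Human tau K18 P301L (15 uM unlabeled, 0.24 uM Alexa 594-labeled) in 100 mM sodium acetate pH 7 with 20 uM heparin, 6 hr at 37 C. ThT 30 uM added, 1 hr ambient; Alexa 594 FP and total fluorescence read at 555/632 nm.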
# The depositor's hits bear a star; ? = inconclusive; / = no result given; [ ] = dose if it differs, or a comment. Unless noted, the call rests on the fitted dose curve; in most records, active means well fitted curve in the direction sought with a large enough effect; inconclusive means small, poorly fitted or top-dose-only effect, or another doubt; inactive means no such curve, though single readings can be large; an effect the other way counts as inactive or inconclusive. Potency means the concentration at half of the fitted maximal effect. Not all compounds are listed; rates above refer to the full screens.
SMILES,Tau fibril ThT,JMJD2E inh,SMN2 splice enh,ALDH1A1 block,Tau FP inhib,HTT aggregate,HTT ATP protect,Tau fluor cs
CC(C)CC(c1nnnn1Cc1ccccc1)N1CCC(C(N)=O)CC1 (stereo unspecified),3%,9%,-19%,-5%,4%,-8%,11%[10 µM],1%
COc1ccc(C(=O)NC(C)c2nnc(SCc3ccc(Cl)c(Cl)c3)n2C)cc1 (stereo unspecified),-10%,-16%,0%,-6%,-3%,-2%,-28%,-15%
CC(C)OC(=O)CCC/C=C\C[C@@H]1[C@@H](CC[C@@H](O)CCc2ccccc2)[C@H](O)C[C@@H]1O,?,?,/,/,6%,/,/,-14%
COc1ccc(OC)c(NC(=O)N2CCCC(C(=O)c3ccccc3OC)C2)c1 (stereo unspecified),-23%,11%,/,13µM*,11%,1%[9.22 µM],-1%[10 µM],?
Cc1ccc(C)c(N2CCN(c3nc4ccccc4n4nnnc34)CC2)c1,?,/,6%,/,11%,/,/,?
Cc1ccsc1/C=C/C(=O)O,1%,3%,16%,1%,-3%,-7%,0%,-1%
CCCC1(C(=O)OCC)NC(c2ccc(N(C)C)cc2)C2C(=O)N(c3ccc4c(c3)OCCO4)C(=O)C21 (stereo unspecified),-6%,5%,-10%,11%,?,25%,3%[10 µM],-14%
Cc1ccc(NC(=O)/C(C#N)=C/c2ccc(C)o2)cc1,?,/,7.1µM*,/,-7%,/,/,-10%
CCOc1cc(CNc2ccc(S(N)(=O)=O)cc2)ccc1OCC(=O)NC(C)(C)C,2%,-2%,-36%[inhibitor],-2%,4%,-2%,-23%,2%
O=C(CSc1nc2ccccc2o1)Nc1ccc(N2CCOCC2)cc1,?,-4%,18%,?,3%,14%,-6%,-27%
CCNc1ccc(C(=O)O)cc1N,?,?,-1%,?,-3%,?,9%[10 µM],-8%
COCCN=C1NN=C(c2ccc(C)c([N+](=O)[O-])c2)CS1,?,-2%,11µM*,?,3%,31%,19%[10 µM],-7%
CC1CCC(NC(=O)CC(C)(C)Cc2nc3ccccc3c(=O)[nH]2)CC1 (stereo unspecified),-2%,?,/,?,-6%,?,-7%,-2%
COc1ccc(C(=O)c2coc3ccc(O)cc23)cc1,?,-2%,?,-3%,-5%,/,-186%[inhibitor],-10%
O=C(NCCC1=CCCCC1)C1CCN(Cc2cnn(-c3ccccc3)c2-n2cccc2)CC1,-17%,-1%,-22%,?,6%,?,-37%,-3%
CN(C)c1ccc(C(=O)c2ccccc2C(=O)O)c(O)c1,2%,-11%,15%,2%,0%,2%,-13%[10 µM],9%
CCCCNC(=O)NS(=O)(=O)c1ccc(NS(=O)(=O)c2ccccc2)cc1,1%,-4%,9%,2%,1%,19%,-17%,4%
Cn1cc(P(=O)(N2CCOCC2)N2CCOCC2)cc1P(=S)(N1CCOCC1)N1CCOCC1,-9%,-7%,5%,?,-4%,10%,?,-2%
O=C(NCc1cccnc1)c1ccc(S(=O)(=O)N2CCCCCC2)cc1,-6%,6%,-8%,?,0%,-10%,-4%,-12%
Cc1cc(NC(=O)CN2CCc3ccccc3C2)nc2c1c(=O)oc1ccccc12,-9%,?,/,?,1%,1%[9.22 µM],-6%,-4%
CC(C)c1nnc(NC(=O)CSc2nc3ccccc3s2)s1,?,-4%,-9%,?,-10%,-2%,-13%,-18%
COCCNC(=O)c1c(N)n(CCC2=CCCCC2)c2nc3ccccc3nc12,?,?,-10%,?,6%,-13%[9.22 µM],-20%,?
Cc1ccc(N2C(=O)CC(c3c[nH]c4ccccc34)C2=O)cc1 (stereo unspecified),-13%,10%,-2%,-3%,4%,2%,-13%,-19%
CCOC(=O)c1c(NC(=O)CSc2nnc(C)c(=O)[nH]2)sc(C)c1-c1ccc(C)cc1,-18%,9%,/,/,1%,-5%[9.22 µM],-4%[10 µM],4%
O=C(NCc1cccnc1)c1cc(-c2cccs2)on1,-3%,-5%,0%,-6%,3%,4%,-32%,0%
CCS(=O)(=O)c1ccc2c(c1)N(S(C)(=O)=O)CC(C(=O)NN)O2 (stereo unspecified),8%,54%[activator],10%,0.56µM*,3%,6%,/,5%
Cc1ccc(N(CC(=O)NN=C2CCN(C)CC2)S(=O)(=O)c2ccc(C)cc2)cc1,0%,44%[activator],-15%,?,-1%,-4%,-40%[inhibitor],2%
COc1cccc(N=c2oc3ccccc3cc2-c2nc3ccccc3[nH]2)c1,?,-6%,16µM*,2%,5%,24%,-88%[inhibitor],-16%
NS(=O)(=O)c1cccn1-c1ncc(C(F)(F)F)cc1Cl,2%,9%,-4%,32%[activator],3%,-10%,0%,-1%
COC(=O)c1sccc1NC(=S)N1CCC(C(N)=O)CC1,6%,6%,-19%,-2%,0%,-11%,-5%,5%
COc1ccccc1C(=O)Nc1nc2ccc(S(C)(=O)=O)cc2s1,0%,?,1%,?,1%,-20%,-14%,0%
O=C(OCc1ccccc1)C1CCCN1C(=O)c1cccs1 (stereo unspecified),0%,-1%,10%,-2%,0%,-1%,5%,0%
CCc1cccc(CC)c1NC(=O)CN1C(=O)C(=O)c2ccccc21,?,/,-5%,/,6%,/,/,-1%
CCCn1c(SCC(=O)Nc2cc(S(=O)(=O)N3CCOCC3)ccc2Cl)n[nH]c1=O,12%,-2%,-39%,-12%,0%,-22%,40%[10 µM],11%
Fc1ccc(-c2csc3nnc(SCc4cccnc4)n23)cc1,0%,-1%,-15%,2%,4%,0%,16%[10 µM],-2%
CC(=O)N(Cc1ccco1)C1(C(=O)NC2CCCC2)CCCCC1,-8%,5%,2%,-8%,-1%,-4%[9.22 µM],-15%,-6%
O=C(C1CC1(c1ccccc1)c1ccccc1)N1CCOCC1 (stereo unspecified),-6%,0%,-17%,?,-10%,-2%,0%,-10%
Cc1cc(C)c(S(=O)(=O)NCC2CCC(C(=O)NCCCN3CCOCC3)CC2)c(C)c1 (stereo unspecified),3%,1%,8%,5%,1%,3%,-8%,2%
NC(Cc1c[nH]c2ccccc12)C(=O)NCc1ccco1 (stereo unspecified),-12%,-27%,/,2%,4%,0%[9.22 µM],-26%[10 µM],-27%
CCOc1ccc(/C=C\C(C)=N\O)cc1,?,1%,16µM*,-8%,2%,0%,-51%[inhibitor],-3%
CCCCNC(=O)C1CCN(C/C(C)=C/c2ccccc2)CC1,-7%,-27%,-11%,?,-4%,6%,-1%,-3%
COc1cccc(NC(=O)CCSc2ccc(C)cc2)c1,-14%,-4%,13%,-11%,-11%,26%,-13%[10 µM],-14%
COc1ccc(OC)c(NC(=O)c2ccc3c(SCC(=O)O)c4c(nc3c2)CCCC4)c1,?,/,-3%,/,-4%,/,/,-8%
CCc1cccc(C)c1NC(=O)CCCSc1nc2ccccc2s1,-9%,7%,-46%[inhibitor],6%,-5%,-7%,17%[10 µM],-8%
O=C(Cc1ccccc1)NC(NCCCN1CCOCC1)(C(F)(F)F)C(F)(F)F,5%,1%,-3%,3%,-4%,-9%,-6%[0.074 µM],2%
O=C(C1CCCCC1)N1CCC(c2nc3ccccc3[nH]2)CC1,11%,3%,16%,7%,-1%,-12%,9%,11%
CCC1=NN(C(=O)CCc2ccccc2O)C(O)(C(F)(F)F)C1 (stereo unspecified),-5%,4%,-1%,5%,2%,-1%,2%[1.9 µM],-8%
CC(C)c1ccccc1N1CC(C(=O)O)CC1=O (stereo unspecified),14%,1%,1%,10%,0%,2%,-1%[10 µM],8%
CCS(=O)(=O)c1ccc(Sc2nncn2C)c([N+](=O)[O-])c1,-13%,-6%,?,22µM*,-7%,11µM*,-165%[inhibitor],-9%
Cc1onc(-c2ccccc2Cl)c1C(=O)Nc1ccc(CN2CCCC2)cc1,-2%,11%,-10%,-3%,1%,0%,-12%[10 µM],2%
CCn1cc(C(=O)NCCCOC(C)C)c(=O)c2cc(S(=O)(=O)N(C)C3CCCCC3)ccc21,-2%,/,-6%,/,0%,/,/,-12%
COc1ccc2nc(N3CCC(O)CC3)c(C#N)cc2c1,-3%,?,-9%,?,-2%,15%,-38%,-1%
COc1ccc([N+](=O)[O-])cc1N(CC(O)CN(CC(C)C)CC(C)C)S(=O)(=O)c1ccccc1 (stereo unspecified),-8%,4%,16%,?,-2%,-18%,-15%,-25%
COc1ccc(NC(=O)N2CCN(c3nc(-c4cccc(OC)c4)cs3)CC2)cc1,?,-2%,-56%[inhibitor],?,-3%,?,-15%[10 µM],?
O=[N+]([O-])c1cc(-n2cnnn2)ccc1N1CCC(Cc2ccccc2)CC1,?,6%,-9%,?,4%,?,-24%,?
CN(CCc1ccccn1)C(=O)Nc1ccc(Cl)cc1,1%,5%,11%,-1%,-1%,19%,-25%,-2%
Cc1ccc(-n2c(N)c(-c3nc4ccccc4n3C)sc2=S)cc1,?,-4%,-21%,3.5µM*,?,-1%,3%[10 µM],-28%
CCn1nnnc1SCC(=O)NCc1ccco1,?,4%,-18%,-5%,-10%,10%,1%[10 µM],-3%
COC(=O)Cc1ccc(NC(=O)C(c2ccccc2)c2ccccc2)cc1,-2%,9%,0%,-10%,-2%,5%,25%[10 µM],-22%

# Among those listed so far, five contain a thiophene ring, fused or not:
SMILES,Tau fibril ThT,JMJD2E inh,SMN2 splice enh,ALDH1A1 block,Tau FP inhib,HTT aggregate,HTT ATP protect,Tau fluor cs
Cc1ccsc1/C=C/C(=O)O,1%,3%,16%,1%,-3%,-7%,0%,-1%
CCOC(=O)c1c(NC(=O)CSc2nnc(C)c(=O)[nH]2)sc(C)c1-c1ccc(C)cc1,-18%,9%,/,/,1%,-5%[9.22 µM],-4%[10 µM],4%
O=C(NCc1cccnc1)c1cc(-c2cccs2)on1,-3%,-5%,0%,-6%,3%,4%,-32%,0%
COC(=O)c1sccc1NC(=S)N1CCC(C(N)=O)CC1,6%,6%,-19%,-2%,0%,-11%,-5%,5%
O=C(OCc1ccccc1)C1CCCN1C(=O)c1cccs1 (stereo unspecified),0%,-1%,10%,-2%,0%,-1%,5%,0%
